# NadD block – inhibitors of S. aureus NadD, primary screen, biochemical, colorimetric, uHTS. purified NadD enzyme, colorimetric absorbance read-out. inhibition, % at 20 µM. hit rate 0.78% among 360,000. AID 602399, 2012; in the data active = inhibition above about 26%; note: some compounds past the cut are filed as inactive
# CSN deneddyl inh – inhibitors of CSN-mediated cullin deneddylation, primary screen, biochemical, fluorescence polarization, uHTS; Purified CSN, SCF-Nedd8-OG deneddylation; inhibition, % at 12.5 µM; AID 651999, 2013; COP9 signalosome complex subunit 5 (Homo sapiens), Q92905; hit rate 0.38% among 360,000;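 active = pattern-corrected inhibition above about 35%, with an unprinted fluorescence ratio check between 0.5 and 1.5, limit read from the data, passing the limit was not always enough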;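 note: 0% = enzyme with substrate and 100% = substrate without enzyme; some results filed as inactive read as strong as hits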
#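 test system = HEK293T-derived human Csn5 enzyme | amount = 0.24 nM Csn5 enzyme, final concentration | medium = Tris/NaCl/DTT buffer, pH 7.5 | schedule = 90 min reaction at room temperature | signal = FP | evaluation = inhibition of Csn5 cleavage, % | compound dosing = single dose of 12.5 µM compound with 0.25% DMSO | probe or stimulus = 10 nM SCFSkp2-Nedd8OG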
# SUMO1-SIM PPI – modulators of SUMO1 protein-protein interactions, primary screen, biochemical, uHTS; Small ubiquitin-related modifier 1 (Homo sapiens), P63165; hit rate 0.33% among 360,000; inhibition, % at 20 µM; SUMO1 binding to a labelled peptide, TR-FRET, 1 h; in the data active = inhibition above about 37%
# TbMetRS inhib – T. brucei MetRS inhibitors, primary screen, biochemical, luminescence; hit rate 0.4% among 360,000; AID 624268, 2012; purified T. brucei MetRS, ATP depletion, Kinase-Glo luminescence; methionyl-tRNA synthetase (Trypanosoma brucei brucei); inhibition, % at 11.9 µM;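 active = inhibition above a per-plate cutoff of the control wells' mean inhibition plus 3 SD, cut at about 5.5% in these data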;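 note: 0% = DMSO wells median and 100% = median of wells with control inhibitor compound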
#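 Test system – parasite MetRS enzyme · Reagent – substrates ATP, L-methionine and bulk Escherichia coli tRNA · Doses – 11.9 µM compound single dose, 0.9% DMSO · Times – 15 min enzyme-compound preincubation, 2 h reaction, 10 min detection, 25 °C · Signal – Kinase-Glo luminescence, ATP depletion format · Controls – DMSO-only wells as low control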
# Scp-1 inhibitor – Scp-1 phosphatase inhibitors, primary screen, biochemical, colorimetric, uHTS; hit rate 0.88% among 340,000; inhibition, % at 20 µM; Recombinant Scp1, phosphopeptide, malachite green phosphate absorbance; Carboxy-terminal domain RNA polymerase II polypeptide A small phosphatase 1 (Homo …;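 active = inhibition above about 50% at 20 µM, limit read from the data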;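 note: plate controls were DMSO wells with enzyme for no effect and wells lacking enzyme for full effect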
# Target sequence (Q9GZU7 76-261 limits assumed): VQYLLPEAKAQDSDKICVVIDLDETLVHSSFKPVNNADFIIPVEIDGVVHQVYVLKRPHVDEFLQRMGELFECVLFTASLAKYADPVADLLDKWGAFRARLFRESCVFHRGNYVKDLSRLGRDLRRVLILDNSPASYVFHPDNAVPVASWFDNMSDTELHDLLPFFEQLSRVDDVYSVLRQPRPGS
#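 Test system: SCP-1 phosphatase catalytic domain, residues 76-261 | Compound dosing: One concentration, 20 µM, with 1.0% DMSO | Schedule: 45 min room-temperature reaction, 5 min colour, 30 min stabiliser | Detection: Absorbance at 630 nm | Read-out basis: % inhibition of SCP-1 phosphate liberation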
# STEP block – STEP phosphatase inhibitors, primary screen, biochemical, fluorescence intensity, uHTS. hit rate 0.25% among 360,000. recombinant STEP, OMFP fluorogenic substrate. AID 588621, 2011. inhibition, % at 20 µM. Tyrosine-protein phosphatase non-receptor type 5 (Homo sapiens), P54829;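 active = inhibition at 20 µM, scaled per plate between control wells, above about 37%, limit read from the data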;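 note: 0% = DMSO with enzyme and substrate and 100% = substrate only without enzyme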
#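 System: STEP (striatal-enriched tyrosine phosphatase) enzyme, cell-free; medium: Bis-Tris pH 6.0 buffer with DTT, detergent; dosing: 20 µM, 1% DMSO; times: reaction 20 min, ambient temperature; detection: fluorescence, 480/540 nm; read-out basis: normalized % inhibition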
# PABP1 MLLE inh – inhibitors of PABP1 MLLE–PAM2 peptide binding, primary screen, biochemical, fluorescence polarization, FITC-PAM2, GST-MLLE | Polyadenylate-binding protein 1 (Homo sapiens), P11940 | AID 588489, 2011 | hit rate 0.36% among 360,000 | inhibition, % at 20 µM; in the data active = inhibition above about 35%, passing the limit was not always enough;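 note: plate controls were DMSO wells with GST-MLLE for no effect and wells lacking GST-MLLE protein for full effect; some results filed as inactive read as strong as hits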
# Target sequence (P11940 whole entry, looked up): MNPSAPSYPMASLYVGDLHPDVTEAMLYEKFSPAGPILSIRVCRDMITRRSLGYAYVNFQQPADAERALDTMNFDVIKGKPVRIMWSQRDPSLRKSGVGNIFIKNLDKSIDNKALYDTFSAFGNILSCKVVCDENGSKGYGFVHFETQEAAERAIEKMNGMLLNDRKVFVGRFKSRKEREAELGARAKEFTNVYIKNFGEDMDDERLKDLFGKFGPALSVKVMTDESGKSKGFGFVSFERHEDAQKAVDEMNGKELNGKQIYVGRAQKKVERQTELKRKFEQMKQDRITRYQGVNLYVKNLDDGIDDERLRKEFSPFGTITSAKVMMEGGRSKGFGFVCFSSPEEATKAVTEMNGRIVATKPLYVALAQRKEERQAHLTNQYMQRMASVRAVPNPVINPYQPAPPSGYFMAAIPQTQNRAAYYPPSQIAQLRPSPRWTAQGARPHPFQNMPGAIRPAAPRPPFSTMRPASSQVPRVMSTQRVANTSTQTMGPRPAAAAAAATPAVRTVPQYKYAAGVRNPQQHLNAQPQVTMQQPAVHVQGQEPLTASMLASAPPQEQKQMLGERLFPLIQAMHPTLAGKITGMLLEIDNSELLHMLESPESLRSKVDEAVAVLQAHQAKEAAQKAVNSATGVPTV
# LMPTP block – LMPTP phosphatase inhibitors, primary screen, biochemical, fluorescence intensity, uHTS; Low molecular weight phosphotyrosine protein phosphatase (Homo sapiens), P24666; recombinant LMPTP-A, OMFP fluorogenic substrate; hit rate 0.22% among 360,000; inhibition, % at 20 µM; AID 651560, 2012;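 active = compounds that cut the enzyme signal by at least half of the control window in the single-dose screen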;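 note: plate controls were DMSO wells with enzyme plus substrate for no effect and substrate without enzyme for full effect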
# Target sequence (P24666 whole entry, looked up): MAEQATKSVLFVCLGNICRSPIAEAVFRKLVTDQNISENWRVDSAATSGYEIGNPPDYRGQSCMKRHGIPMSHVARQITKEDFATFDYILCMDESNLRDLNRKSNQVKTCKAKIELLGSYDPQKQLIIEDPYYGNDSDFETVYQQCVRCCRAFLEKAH
#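 test system = LMPTP-A | amount = 0.625 nM LMPTP-A final | reagent = fluorogenic phosphatase substrate OMFP at 400 µM final | incubation = 50 min at room temperature | benchmarks = no-enzyme low control, uninhibited high control | medium = Bis-Tris pH 6.0, DTT, detergent | signal = fluorescence intensity of OMFP turnover product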
# DNMT1 block – human DNMT1 methyltransferase inhibitors, primary screen, biochemical, molecular beacon, fluorescence, HinP1I cleavage, uHTS | hit rate 0.83% among 360,000 | AID 588458, 2011 | inhibition (reported as % activation of signal), % at 10 µM | DNA (cytosine-5)-methyltransferase 1 (Homo sapiens), P26358; in the data active = inhibition above about 50%
# Rpn11 inh – Rpn11 (PSMD14) deubiquitinase inhibitors, primary screen, biochemical, fluorescence polarization, uHTS; 26S proteasome non-ATPase regulatory subunit 14 (Homo sapiens), O00487; calls only at 20 µM; hit rate 0.59% among 360,000; AID 588493, 2011; human 26S proteasome, Ub4-pepOG fluorescence polarization; 20S core pre-blocked with epoxomicin;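 active = inhibition at 20 µM, scaled to each plate's controls, above about 33%, limit read from the data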
# Starred values were filed as active, the others as inactive; i = inactive; . = no result given; + = active, no number.
SMILES,NadD block,CSN deneddyl inh,SUMO1-SIM PPI,TbMetRS inhib,Scp-1 inhibitor,STEP block,PABP1 MLLE inh,LMPTP block,DNMT1 block,Rpn11 inh
CCC1(CC)NC(=O)N(CC(=O)OC(C)C(=O)Nc2cc([N+](=O)[O-])ccc2OC)C1=O (centres undefined),-1,4,-20,0.9,4,-5,0,-0.3,2,i
COC(=O)C[C@@H]1CC[C@H](NC(=O)c2ccccc2)[C@@H](CO)O1,.,-9,2,-1.0,.,.,.,-2.9,.,.
COc1cc(OC)c(-c2sc(Nc3ccccc3)n[n+]2-c2ccc(F)cc2)cc1OC,3,0,-18,-0.5,0,-3,-32,0.0,5,i
COC(=O)c1cc(OC)c(OC)cc1NC(=O)c1c(-c2ccccc2Cl)noc1C,-2,-6,18,-0.4,-12,-10,1,2.2,-7,i
O=C(NCCNC(=O)c1cc(Cl)ccc1Cl)c1ccco1,0,1,1,0.2,-7,-2,1,-3.0,1,i
COc1cc(NC(=O)c2ccno2)cc(C(=O)Nc2cccc(C(F)(F)F)c2)c1,-9,-3,8,-0.3,-11,0,-2,0.3,-9,i
Nc1ncnc2c1ncn2[C@@H]1O[C@H](C(=O)Nc2ccc(Oc3ccccc3)nc2)[C@@H](O)[C@H]1O,0,-2,-2,-1.6,.,-2,-2,0.4,7,i
COc1cc(CNC(=O)OC2CC3CC2[C@H]2CCCCN2C3=O)cc(OC)c1 (some centres undefined),6,-1,-2,0.4,.,.,.,-1.5,.,.
O=C(COC(=O)CN1C(=O)c2ccccc2C1=O)Nc1ccccc1C(F)(F)F,-1,-4,-13,-0.3,.,-2,12,-1.5,4,i
CN(C)C(=O)c1ccc(NC(=O)c2cccc(S(=O)(=O)N3CCCCCC3)c2)cc1,1,2,3,0.6,-8,-1,5,0.0,-1,i
Nn1c(Nc2ccccc2)nc2ccccc2c1=O,5,-2,-2,-0.4,-7,-2,1,0.8,0,i
O=[N+]([O-])c1cccc(/C=N\N2CCN(Cc3ccccc3Cl)CC2)c1,12,-6,-13,-0.3,13,2,-35,-0.5,-7,i
CN(C)/C=C/C(=O)c1cnc(-c2cccc(Cl)c2)s1,-3,5,-28,0.9,-1,2,-18,2.5,-5,i
Clc1ccc(OCc2nc(-c3ccncc3)no2)c(Br)c1,-1,3,-2,0.9,0,0,-1,1.9,-7,i
Nn1c(SCc2cccc(F)c2)nnc1-c1cccnc1,2,-5,3,-0.1,-1,0,-17,-0.5,0,i
CCCC(=O)N1CC(=O)Nc2ccc(F)cc2C1c1ccccc1 (centres undefined),-1,-1,-8,-0.9,7,-4,-1,-1.8,3,i
COc1cc(C2NC(=O)CCC2[N+](=O)[O-])c(OC)cc1Br (centres undefined),0,-7,-1,-0.7,-7,-3,-12,-1.8,3,i
COc1cc2sc3cc(NCC[C@@H]4CCCN4C)ccc3c(=O)c2cc1OC,22,36*,17,-0.6,-2,2,-26,0.4,-4,+
COc1ccnc(Oc2ccccc2)c1C(N)=O,5,5,-1,0.0,-3,0,17,-1.1,-1,i
Cc1ccc(C(=O)Nc2ccncc2)cc1S(=O)(=O)N1CCOCC1,-3,2,9,-0.5,5,1,-7,0.6,1,i
COc1ccc(S(=O)(=O)NC(C)C(=O)NCc2cccnc2)cc1Cl (centres undefined),-1,-5,5,0.4,-5,-2,-32,-0.9,3,i
COc1ccc(C(=O)COC(=O)c2cc(C)no2)c(OC)c1,1,1,0,-0.3,1,-2,-4,-0.3,9,i
COc1ccc(/C=N/NC(=O)c2ccoc2C)cc1COc1ccc(Cl)cc1,11,0,-2,0.3,-13,3,4,5.5,-17,i
Cc1cc(C)cc(OCC(=O)NNC(=O)c2cc(C)[nH]n2)c1,-15,-7,-3,-0.9,-5,3,1,-2.0,0,i
COC(=O)c1ccc(OCC(O)CN2C(=O)c3ccccc3S2(=O)=O)cc1 (centres undefined),-5,-4,0,0.0,-1,-1,11,1.5,-8,i

# 9 of these compounds, reformatted:
compound | NadD block | CSN deneddyl inh | SUMO1-SIM PPI | TbMetRS inhib | Scp-1 inhibitor | STEP block | PABP1 MLLE inh | LMPTP block | DNMT1 block | Rpn11 inh
Nn1c(Nc2ccccc2)nc2ccccc2c1=O | 5 | -2 | -2 | -0.4 | -7 | -2 | 1 | 0.8 | 0 | i
O=[N+]([O-])c1cccc(/C=N\N2CCN(Cc3ccccc3Cl)CC2)c1 | 12 | -6 | -13 | -0.3 | 13 | 2 | -35 | -0.5 | -7 | i
CN(C)/C=C/C(=O)c1cnc(-c2cccc(Cl)c2)s1 | -3 | 5 | -28 | 0.9 | -1 | 2 | -18 | 2.5 | -5 | i
Clc1ccc(OCc2nc(-c3ccncc3)no2)c(Br)c1 | -1 | 3 | -2 | 0.9 | 0 | 0 | -1 | 1.9 | -7 | i
Nn1c(SCc2cccc(F)c2)nnc1-c1cccnc1 | 2 | -5 | 3 | -0.1 | -1 | 0 | -17 | -0.5 | 0 | i
CCCC(=O)N1CC(=O)Nc2ccc(F)cc2C1c1ccccc1 (centres undefined) | -1 | -1 | -8 | -0.9 | 7 | -4 | -1 | -1.8 | 3 | i
COc1cc(C2NC(=O)CCC2[N+](=O)[O-])c(OC)cc1Br (centres undefined) | 0 | -7 | -1 | -0.7 | -7 | -3 | -12 | -1.8 | 3 | i
COc1cc2sc3cc(NCC[C@@H]4CCCN4C)ccc3c(=O)c2cc1OC | 22 | 36* | 17 | -0.6 | -2 | 2 | -26 | 0.4 | -4 | +
COc1ccnc(Oc2ccccc2)c1C(N)=O | 5 | 5 | -1 | 0.0 | -3 | 0 | 17 | -1.1 | -1 | i

# (list continues)
SMILES,NadD block,CSN deneddyl inh,SUMO1-SIM PPI,TbMetRS inhib,Scp-1 inhibitor,STEP block,PABP1 MLLE inh,LMPTP block,DNMT1 block,Rpn11 inh
O=C(COC(=O)/C=C/c1cccs1)NC(c1ccccc1)c1ccccc1,-6,-3,4,0.2,-4,-3,-5,-1.8,4,i
Cc1nc2ccc(C(=O)Nc3cccc(NS(C)(=O)=O)c3)cn2c1N(C)C(=O)CCc1ccccc1,3,-2,-4,-0.2,.,0,-3,-3.9,1,i
C[C@H]1CN([C@@H](C)CO)C(=O)c2cc(Br)cnc2O[C@@H]1CN(C)C(=O)Nc1ccc(C(F)(F)F)cc1,-4,0,2,0.9,.,2,7,-4.2,0,i
Cc1cc(NC(=O)CSc2nnc3c(C)cc4ccccc4n23)no1,-2,-2,2,-0.7,10,-4,-5,0.0,0,i
CCN1CCCC1CNC(=O)c1ccc2c(c1)N(Cc1cccc(Cl)c1)C(=O)c1ccccc1S2(=O)=O (centres undefined),-4,3,-3,0.5,-8,1,-21,0.6,-6,i
O=C(O)c1ccc2c(=O)n3c(nc2c1)/C(=C/c1ccc(F)cc1)CC3,5,7,-25,0.2,-2,-4,-5,1.2,1,i
CCOC(=O)CSc1nc2cc(C(=O)NCc3ccco3)ccc2c(=O)n1C1CCCCC1,1,-3,-2,-1.3,3,0,11,-0.9,35,i
CCN(CC)S(=O)(=O)c1ccc(C(=O)Nc2ccc(OCC(=O)N3CCOCC3)cc2)cc1,3,7,5,-0.3,-8,-1,-8,0.5,-1,i
CS(=O)(=O)c1ccc(Cl)c(NC(=O)c2cccc(-n3cnnn3)c2)c1,-1,-4,-5,-0.1,0,0,-11,-0.7,-1,i
CC(C)(CNC(=O)c1cc(-c2ccc(Cl)s2)nc2ccccc12)N1CCOCC1,-8,1,-26,-0.1,-1,2,3,-0.1,0,i
COc1ccc(N(C)C(=O)c2cn(CC(C)C)c(=O)c3cc(OC)c(OC)cc23)cc1,-5,-3,2,-0.2,-3,-3,-13,0.4,2,i
COc1ccc(Nc2ncnc3ccc([N+](=O)[O-])cc23)c(OC)c1,-7,-2,-28,-0.7,-1,3,-6,-2.0,0,i
Cc1cc(C)nc(N2CCN(C(=O)CCC(=O)Nc3nnc(CC(C)C)s3)CC2)n1,-2,6,0,-0.6,-6,5,-7,-0.3,0,i
Cc1ccc2nc(N3CCN(S(=O)(=O)c4ccc(C)c(Cl)c4)CC3)c(C#N)cc2c1,16,4,-131,-0.1,9,0,-1,-0.7,5,i
CCOc1ccc(CCNC(=O)Nc2ccccc2C)cc1OCC,-9,3,-3,-0.6,-14,0,8,-1.1,-1,i
COc1cc(NC(=O)CN2CCN(c3ccccn3)CC2)cc(OC)c1OC,-8,3,2,-0.7,1,0,-1,1.1,0,i
COc1cc([N+](=O)[O-])cc(/C=N/N(CCC#N)C(C)=O)c1O,4,-5,-39,0.8,4,3,0,2.0,2,i
S=c1[nH]ncn1-c1ccccn1,-2,-3,0,-0.5,12,-4,-15,-6.7,6,i

# Screens from PubChem.

# Hits appear at their usual frequency; any-hit rate near 3.6%.
